Screens as filed in PubChem BioAssay.
COUP-TFII inh: blocks human COUP-TFII nuclear receptor; P24468; HEK293T NGFI-A luciferase reporter, luminescence; inhibition, % at 8.6 µM; 370,000 tested, 0.7% active;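 active = inhibition above a per-plate cutoff, mean inhibition of test wells between control levels plus 3 SD, cut at about 38% in these data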;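 note: cells cotransfected with COUP-TFII expression vector driving the NGFI-A reporter; 0% = median of COUP-TF2 test wells and 100% = reporter-only cells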
Target sequence (P24468 whole entry, looked up): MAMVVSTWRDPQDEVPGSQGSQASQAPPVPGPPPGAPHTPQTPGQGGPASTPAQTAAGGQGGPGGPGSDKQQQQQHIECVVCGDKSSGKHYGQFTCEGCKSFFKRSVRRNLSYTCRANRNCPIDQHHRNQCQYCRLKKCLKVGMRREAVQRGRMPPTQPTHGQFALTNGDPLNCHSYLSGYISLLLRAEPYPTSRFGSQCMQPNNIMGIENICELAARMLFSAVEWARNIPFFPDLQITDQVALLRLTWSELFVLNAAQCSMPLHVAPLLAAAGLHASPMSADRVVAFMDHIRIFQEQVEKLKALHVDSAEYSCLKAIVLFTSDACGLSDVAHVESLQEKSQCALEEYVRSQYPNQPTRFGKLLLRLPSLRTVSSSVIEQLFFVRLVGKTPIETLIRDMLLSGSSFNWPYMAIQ
LMP1 NFkB inh: inhibitors of Epstein-Barr LMP1-induced NF-kappaB reporter; LMP1-induced NF-kappaB luciferase reporter cells, luminescence; inhibition, % at 12.5 µM; 350,000 tested, 0.69% active; AID 504558; in the data active = inhibition above about 41%;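 note: 0% = neutral control wells and 100% = reference inhibitor control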
NCOA1 inh: inhibitors of human steroid receptor coactivator 1 (SRC1). Q15788. HEK293 GAL4-SRC1 luciferase reporter, luminescence. inhibition, % at 3.6 µM. 360,000 tested, 0.12% active. AID 588354;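 active = inhibition above the campaign mean plus 3 SD, with each screening campaign given its own cutoff, cut at about 60% in these data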;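 note: 0% = DMSO treated cells and 100% = gossypol at 36 µM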
LRH-1 inv ag: suppresses constitutive activity of human LRH-1; O00482; HEK293T StAR-luciferase reporter, LRH-1 transfected, 24 h; inhibition, % at 3.6 µM; 360,000 tested, 0.13% active; AID 602396;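 active = inhibition above the mean inhibition of all tested compounds plus 3 SD, cut at about 73% in these data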;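 note: 0% = DMSO wells and 100% = reporter-only cells lacking LRH-1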
Target sequence (O00482 whole entry, looked up): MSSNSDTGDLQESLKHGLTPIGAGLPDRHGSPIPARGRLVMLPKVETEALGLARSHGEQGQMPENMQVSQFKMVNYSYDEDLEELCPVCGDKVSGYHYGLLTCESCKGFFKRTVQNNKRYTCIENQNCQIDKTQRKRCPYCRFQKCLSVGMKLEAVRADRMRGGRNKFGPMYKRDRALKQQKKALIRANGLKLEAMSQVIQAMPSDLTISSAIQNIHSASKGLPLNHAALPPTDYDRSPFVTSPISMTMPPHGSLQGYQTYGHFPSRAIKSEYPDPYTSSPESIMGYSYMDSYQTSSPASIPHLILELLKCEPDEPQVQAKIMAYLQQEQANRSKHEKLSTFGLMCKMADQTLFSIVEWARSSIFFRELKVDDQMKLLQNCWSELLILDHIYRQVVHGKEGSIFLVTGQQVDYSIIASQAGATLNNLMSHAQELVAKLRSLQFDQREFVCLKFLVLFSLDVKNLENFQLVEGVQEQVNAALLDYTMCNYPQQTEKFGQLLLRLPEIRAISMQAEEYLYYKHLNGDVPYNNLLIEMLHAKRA
TLR9-MyD88 inh: blocks human TLR9 binding to MyD88 | 340,000 tested, 0.21% active | CHO BLA complementation TLR9-MyD88, CCF4 FRET ratio | inhibition, % at 4.98 µM | Q9NR96+Q99836;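 active = inhibition above the mean over all tested compounds plus 3 SD, cut at about 21% in these data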;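 note: 0% = DMSO only wells and 100% = clavulanate BLA inhibitor control wells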
NCOA3 inh: inhibitors of human steroid receptor coactivator 3 (SRC3); HEK293 GAL4-SRC3 luciferase reporter, luminescence; AID 588352; Q9Y6Q9; inhibition, % at 3.6 µM; 360,000 tested, 0.17% active;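 active = inhibition above a per-campaign cutoff, the mean of all compounds plus 3 SD, cut at about 60% in these data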;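 note: 0% = DMSO-treated cells and 100% = gossypol-treated cells at 36 µM; higher means less SRC3-driven luciferase light from the GAL4 reporter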
NOD2-RIPK2 inh: blocks binding of human NOD2 to RIPK2; CHO BLA complementation NOD2-RIPK2, CCF4 ratio; 360,000 tested, 0.38% active; O43353; inhibition, % at 4.98 µM; in the data active = inhibition above about 21%;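 note: 0% = vehicle only and 100% = reference blocker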
SRC2 inh: inhibits human steroid receptor coactivator 2 | inhibition, % at 9 µM | AID 651957 | HEK293 GAL4-SRC2 luciferase reporter, luminescence | Q15596 | 370,000 tested, 0.17% active;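 active = inhibition above the mean inhibition of all tested compounds plus 3 SD, set per campaign, cut at about 52% in these data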;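 note: 0% = DMSO treated cells and 100% = cells given Gossypol at 36 µM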
ABHD5 PLIN5 PPI: blocks binding of human ABHD5 to perilipin-5 | Split G. princeps luciferase complementation, luminescence, 4 h | inhibition, % at 4 µM | 360,000 tested, 0.78% active;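 active = inhibition above the mean inhibition across every tested compound plus 3 SD, cut at about 22% in these data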;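 note: 0% = DMSO only wells and the 100% control is not disclosed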
MC4R barr agon: human MC4R agonism via beta-arrestin; U2OS MC4R beta-arrestin complementation, luminescence; percent of melanotan II response, DMSO zero; P32245; 360,000 tested, 0.98% active; AID 540308; activation, % at 8.9 µM;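 active = activation above a per-plate cutoff, the mean activation of sample wells on that plate plus 3 SD, cut at about 8% in these data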
MC4R antag cAMP: antagonists of human melanocortin 4 receptor (MC4R); P32245; MC4R-expressing cells, MTII-stimulated cAMP, LANCE TR-FRET; inhibition, % at 6.5 µM; 360,000 tested, 0.48% active;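 active = inhibition above its plate's cutoff, the mean of tested wells on that plate plus 3 SD, cut at about 29% in these data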;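 note: 0% = Melanotan II alone and 100% = Melanotan II plus saturating MCL0020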
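Material: U2OS-MC4R stable cell line | Reagent: Melanotan II challenge after compound preincubation | Doses: One concentration, 6.5 µM nominal | Incubation: 30-min compound preincubation, 1-h Melanotan II challenge, 1-h detection, room temperature | Signal: TR-FRET cAMP assay | Replicates: One well per compound, no replicates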
* = called active by the depositor; . = no result given. This is a subset. The share of hits here may be higher or lower than overall.

Screens in order: COUP-TFII inh, LMP1 NFkB inh, NCOA1 inh, LRH-1 inv ag, TLR9-MyD88 inh, NCOA3 inh, NOD2-RIPK2 inh, SRC2 inh, ABHD5 PLIN5 PPI, MC4R barr agon, MC4R antag cAMP
COCCNC(=O)/C(C#N)=C/c1ccc2c(c1)OCO2
  -16, -1, -4, -3, -3, 9, 1, -5, -5, -2.9, 23
Cc1nc(C)c(C(=O)C2=C(O)C(=O)N(CCN3CCOCC3)C2c2cccs2)s1 (stereo not given)
  -15, 0, -4, 8, -3, -4, -8, -39, -5, -1.1, -1
CC/C(O)=C1\C(=O)CC(c2ccccc2)CC1=NC(C)C (stereo not given)
  11, 1, 7, 0, -7, 6, 12, 14, -3, -1.6, 14
C[C@H](CO)N1C[C@H](C)[C@@H](CN(C)S(=O)(=O)c2cn(C)cn2)Oc2c(NC(=O)Nc3ccc4c(c3)OCO4)cccc2C1=O
  -3, -8, -9, -5, 2, -3, 0, -9, -5, -1.6, 1
COc1cc(NC(=O)c2ccccc2)ccc1NC(=O)Cc1ccccc1
  9, 4, -71, -2, -2, -6, -7, -11, 2, -0.3, -4
N#CC1=C(N)SC(N)=C(C#N)C1c1cccc(Oc2ccccc2)c1
  7, -4, 5, -6, 10, -3, -2, 20, 1, -0.9, 7
O=C(/C=C/NNC(=O)c1ccc(Br)cc1)c1ccccc1
  3, 0, -30, -61, 4, -21, -1, -31, 3, -3.1, 16
CCOC(=O)c1c(NC(=O)Cc2cccs2)sc2c1CCCC2
  3, 2, 4, 5, -5, -13, -19, -3, -5, 3.0, 18
COc1ccc(C(=O)NCC(=O)NCc2ccncc2)cc1
  -3, -5, -6, -4, 0, -4, -7, 3, -7, -2.7, -5
CN(CC(=O)Nc1c(Cl)cccc1Cl)C(=O)c1cc(S(=O)(=O)N(C)C)ccc1N1CCCC1
  14, 5, -5, 10, 1, 14, 7, 0, -4, -3.4, 4
O=C1CCC2(CC1)NC(=O)N(c1ccccc1)N2
  -9, -18, 9, 6, 5, 27, -2, 5, 1, 0.8, -2
COc1ccc(CNC(=O)C(c2cccc(C)c2)N(C(=O)c2csnn2)C2CC2)cc1 (stereo not given)
  2, -1, -2, 10, -10, -35, -3, -5, 0, -1.5, 3
CSc1nc2ccc3nc(NC(=O)c4cccs4)sc3c2s1
  -15, -27, -14, -25, -3, -47, -6, -22, 5, 0.8, 9
Cc1ccc(O)c(/C=N/NC(=O)Cc2ccc(Cl)cc2)c1
  5, 23, 9, -13, 3, -1, 3, 37, 4, 3.4, 28
Nc1ncnc2c1ncn2[C@@H]1O[C@H](C(=O)N2CCCN(Cc3cccs3)CC2)[C@@H](O)[C@H]1O
  -1, ., 0, 7, ., 15, -8, -25, -3, ., .
O=C(COC(=O)c1ccc(O)cc1O)NC(=O)NCc1ccccc1
  -19, -10, 1, 7, -5, -2, -8, 22, 4, -0.1, -5
O=C(c1cc(C2CC2)nn1-c1ccccc1)N1CCN(Cc2ccc(Cl)cc2)CC1
  16, 9, -3, -9, 3, 3, 10, -2, -3, 0.1, -2
CCCCC(CC(O)COCCC)C(=O)NN (stereo not given)
  -2, -3, 12, 2, -13, 15, -14, -5, -2, -1.2, 4
O=C(Nc1ccccc1)c1cccc(S(=O)(=O)NCc2ccco2)c1
  10, 3, -4, 15, 6, 0, -2, 23, 4, -1.9, 7
O=C(Nc1nnc(C2CCCO2)s1)c1cccs1 (stereo not given)
  -4, 7, -31, -43, -10, -23, 5, -28, 1, -0.4, 4
CCOc1ncccc1C(=O)N(CCC(C)C)c1c(N)n(Cc2ccccc2)c(=O)[nH]c1=O
  11, -3, 13, 0, -4, 17, -4, -3, -1, -1.0, 1
COc1ccccc1CNC(=O)c1ccc2c(=O)n(CC3CCCO3)c(=S)[nH]c2c1 (stereo not given)
  0, 6, -10, 15, -7, -9, 1, -2, -6, -0.4, 5
CCNC(=O)CC1C(=O)N(c2cccc(OC)c2)C(=O)N1CCOC (stereo not given)
  -10, -2, -5, -9, -10, -10, 2, -3, -4, 1.9, 12
COc1ccccc1NS(=O)(=O)c1cccc(NC(=O)Nc2ccccc2)c1
  8, -1, 2, -9, -16, 6, 5, -7, -6, -0.3, 8
CCC(C)[C@H](NC(=O)N1CCn2c1nc1ccccc12)C(=O)NCCc1ccccc1 (stereo not given in full)
  -13, 1, 8, -5, -4, -31, 5, -6, 3, 0.1, 3
COc1ccc(CC(N)c2csc(NC(=O)c3ccc(F)cc3)n2)cc1 (stereo not given)
  5, ., 7, 5, ., 2, -7, -37, -5, 1.3, 2
CCCc1nc2ccccc2c(C(=O)OC2CCOC2=O)c1CC (stereo not given)
  12, -1, 15, -1, 2, 4, -1, 6, -1, 1.0, 1
COc1cccc(CNC(=O)C2CCN(c3ncnc4c3nc3n4CCCCC3)CC2)c1
  -9, 2, 18, 17, -5, 8, -7, 11, 2, 1.2, 6
COC(=O)[C@]12CCCCC=C1N(Cc1ccc3c(c1)OCO3)C(=O)[C@H](CC(=O)N1CCCCC1)C2
  -7, ., ., 1, ., ., -14, 22, 6, ., .
CCOc1ccc(CCN2C(=O)C(=O)N([C@@H](CC(C)C)CN3CCC[C@@H]3CN3C(=O)C(=O)NC[C@@H]3Cc3ccccc3)C[C@@H]2Cc2ccc(O)cc2)cc1
  -5, -1, -12, -8, 4, -2, -1, -10, 7, 2.2, 4
COc1ccc(NC(=O)CCCN2C(=O)C(c3ccccc3)Oc3cccnc32)cc1 (stereo not given)
  -2, 2, 8, -45, 11, -45, -1, 3, 5, -0.6, 13
Cc1onc(-c2ccccc2Cl)c1C(=O)N1C=CC(C(F)(F)F)=NCC1
  -22, 9, -1, -5, -1, -5, -16, -5, 5, -0.2, 0
O=C(CSc1nnnn1C1CCCCC1)NCc1ccc2c(c1)OCO2
  -9, 0, -17, 12, 2, 1, -15, 24, 11, 1.4, 0
CCNC(=O)c1cc(Br)ccc1Cl
  -5, 2, 20, 17, 1, -19, -13, -3, 3, 2.8, 2
CCCn1cc(CN2CCc3ccc(NC(=O)C4CCCO4)cc3C2)c(C)n1 (stereo not given)
  -2, 4, -15, -3, -10, -4, -5, -7, 3, -2.6, 3
Cc1cc(C)cc(-n2c3nc4ccccc4nc3c3c(=O)n(Cc4ccco4)cnc32)c1
  24, 7, -1, 9, -5, -5, 6, 0, 60*, -2.0, 12
COc1ccc(/C=C/C(=O)Nc2cccc(S(=O)(=O)N3CCCC3)c2)cc1OC
  -8, 6, 6, 17, 3, 18, -6, 5, 1, -0.6, 4
CCc1nnc(NC(=O)c2ccc3c(=O)n4c(nc3c2)CCCCC4)s1
  -16, -13, 5, -41, 2, -10, 2, 8, 2, -1.0, 8
O=c1[nH]nc(N=Nc2c(O)[nH]c3ccc(F)cc23)c(=O)[nH]1
  1, -4, 9, 10, 3, -4, -9, 0, 3, 0.4, -28
COc1ccc(C(=O)N/C(=C/c2ccco2)C(=O)NCc2ccco2)cc1
  -6, -9, 9, 22, -1, 4, -3, 21, 10, 0.2, 1
CN(Cc1ccccc1)S(=O)(=O)c1ccc(C(=O)Nc2nnc(C3CC3)o2)cc1
  ., 5, 3, 19, 8, 10, -9, ., -5, 1.3, 10
Cc1ccc(C(=O)Nc2ccccc2C(=O)N2CCCC(C)C2)cc1 (stereo not given)
  8, -4, -12, 6, 0, 10, -1, -11, 14, -0.6, 12
CCCCN1C(=O)C(=O)N(c2ccccc2)C1=S
  -35, -36, -148, -180, 6, -59, 7, -39, -4, 0.0, 9
O=C(C1CCC(=O)N(C2CCCC2)C1)N1CCN(c2ccc(Cl)cc2)CC1 (stereo not given)
  6, 5, -22, -19, -11, 11, 8, 13, -8, -2.1, -1

Shown with tabs: entries from further up.
Structure	COUP-TFII inh	LMP1 NFkB inh	NCOA1 inh	LRH-1 inv ag	TLR9-MyD88 inh	NCOA3 inh	NOD2-RIPK2 inh	SRC2 inh	ABHD5 PLIN5 PPI	MC4R barr agon	MC4R antag cAMP
Cc1cc(C)cc(-n2c3nc4ccccc4nc3c3c(=O)n(Cc4ccco4)cnc32)c1	24	7	-1	9	-5	-5	6	0	60*	-2.0	12
COc1ccc(/C=C/C(=O)Nc2cccc(S(=O)(=O)N3CCCC3)c2)cc1OC	-8	6	6	17	3	18	-6	5	1	-0.6	4
CCc1nnc(NC(=O)c2ccc3c(=O)n4c(nc3c2)CCCCC4)s1	-16	-13	5	-41	2	-10	2	8	2	-1.0	8
O=c1[nH]nc(N=Nc2c(O)[nH]c3ccc(F)cc23)c(=O)[nH]1	1	-4	9	10	3	-4	-9	0	3	0.4	-28
COc1ccc(C(=O)N/C(=C/c2ccco2)C(=O)NCc2ccco2)cc1	-6	-9	9	22	-1	4	-3	21	10	0.2	1
CN(Cc1ccccc1)S(=O)(=O)c1ccc(C(=O)Nc2nnc(C3CC3)o2)cc1	.	5	3	19	8	10	-9	.	-5	1.3	10
Cc1ccc(C(=O)Nc2ccccc2C(=O)N2CCCC(C)C2)cc1 (stereo not given)	8	-4	-12	6	0	10	-1	-11	14	-0.6	12
